TMEM16A act – mouse TMEM16A channel activation, primary screen | Q8BHY3 | HEK293 TMEM16A/YFP-H148Q/I152L, iodide quench fluorescence; stronger effect = lower value | B-score at 10 µM | 340,000 compounds, 0.3% hits;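 active means fluorescence-ratio B-score plate-corrected deviation score at least 3 library SD below zero, with starting fluorescence score within 5 deviations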;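 further: channel opened by trigger with iodide after compound preincubation; score built on the fluorescence ratio of max minus min over baseline; more negative score means more quench and so TMEM16A activation or potentiation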
Target sequence (Q8BHY3 whole entry, looked up): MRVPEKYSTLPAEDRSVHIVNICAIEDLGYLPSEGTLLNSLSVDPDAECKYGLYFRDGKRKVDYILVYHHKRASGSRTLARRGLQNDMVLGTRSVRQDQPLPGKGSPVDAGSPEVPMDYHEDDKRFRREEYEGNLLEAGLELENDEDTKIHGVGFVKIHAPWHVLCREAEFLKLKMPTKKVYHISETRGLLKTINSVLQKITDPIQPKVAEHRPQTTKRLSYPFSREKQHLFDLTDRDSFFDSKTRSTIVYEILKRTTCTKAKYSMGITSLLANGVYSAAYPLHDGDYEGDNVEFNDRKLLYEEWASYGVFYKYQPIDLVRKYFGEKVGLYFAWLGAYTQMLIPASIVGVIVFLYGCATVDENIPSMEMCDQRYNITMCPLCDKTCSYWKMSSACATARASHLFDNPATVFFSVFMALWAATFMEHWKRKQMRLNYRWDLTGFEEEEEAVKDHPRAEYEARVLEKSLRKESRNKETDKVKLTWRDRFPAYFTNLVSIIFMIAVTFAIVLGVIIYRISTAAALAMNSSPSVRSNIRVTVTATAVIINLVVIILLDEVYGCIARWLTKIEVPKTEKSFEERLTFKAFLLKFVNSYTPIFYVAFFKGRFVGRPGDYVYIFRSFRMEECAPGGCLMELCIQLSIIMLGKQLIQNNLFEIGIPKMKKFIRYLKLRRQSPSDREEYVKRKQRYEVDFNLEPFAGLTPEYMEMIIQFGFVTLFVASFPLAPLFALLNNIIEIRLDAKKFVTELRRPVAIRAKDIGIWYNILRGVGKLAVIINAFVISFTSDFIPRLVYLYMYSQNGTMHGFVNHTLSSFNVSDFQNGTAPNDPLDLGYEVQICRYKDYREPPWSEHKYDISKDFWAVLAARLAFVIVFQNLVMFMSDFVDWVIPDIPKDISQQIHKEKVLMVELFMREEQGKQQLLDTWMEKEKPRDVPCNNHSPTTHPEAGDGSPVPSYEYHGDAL
KCNK3 inh – human KCNK3 channel inhibition, primary screen | O14649 | CHO-KCNK3 thallium flux, FluxOR fluorescence; stronger effect = lower value | B-score at 10 µM | 340,000 compounds, 0.84% hits | AID 602410;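 active means B-score under library mean minus 4 SD, starting fluorescence ratio at most library mean plus 5 SD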;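 further: more negative B-score means stronger inhibition of thallium flux through KCNK3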
Calls only. This is a subset, so the mix of outcomes need not match the whole.

How did COP(=O)(OC)C(Nc1ccc(C)cc1)c1ccc(Br)cc1 (stereo not drawn) do in these assays?
TMEM16A act: inactive; KCNK3 inh: inactive

How did Cc1cccn2c(=O)c3cc(C(=O)NCc4ccccc4)c(=N)n(CCCN4CCOCC4)c3nc12 do in these assays?
TMEM16A act: inactive; KCNK3 inh: inactive

How did O=Nc1nc2ncccn2c1-c1ccccc1 do in these assays?
TMEM16A act: inactive; KCNK3 inh: inactive

Results for Cc1cc(O)cc2c1C1CCC3(C)C(=O)CCC3C1C=C2 (stereo not drawn) ?
TMEM16A act: inactive; KCNK3 inh: inactive

What do the screens show for `CC[C@]12C(=O)N(C)C[C@H]([C@@H]3C(=O)N(C)C(=O)[C@@H]31)N2C(=O)c1ccc(C(C)(C)C)cc1`?
TMEM16A act: inactive; KCNK3 inh: inactive

How did N#Cc1ccccc1S(=O)(=O)N1CCN(C(=O)CCNS(=O)(=O)c2ccc(Cl)cc2)CC1 do in these assays?
TMEM16A act: inactive; KCNK3 inh: inactive

Results for CC#Cc1cc2c(cc1O)CCC1C2CCC2(C)C(O)CCC12 (stereo not drawn) ?
TMEM16A act: inactive; KCNK3 inh: inactive

How did CCCCCCCCCCCCCCCC(=O)Nc1ccn(C2OC(CO)C(O)C2O)c(=O)n1 (stereo not drawn) do in these assays?
TMEM16A act: inactive; KCNK3 inh: inactive

Results for COc1cc(NCCCNC(C)C)c2nccc(C)c2c1 ?
TMEM16A act: inactive; KCNK3 inh: inactive

How did CCN(CC(=O)NCc1cccs1)C(=O)/C=C/c1cc(OC)ccc1OC do in these assays?
TMEM16A act: inactive; KCNK3 inh: inactive

What do the screens show for `COc1cc(C(=O)OCc2csc(CC(=O)Nc3ccccc3C)n2)ccc1OCC(C)C`?
TMEM16A act: inactive; KCNK3 inh: inactive

Results for Clc1ccccc1CSc1cnnc2ccccc12 ?
TMEM16A act: inactive; KCNK3 inh: inactive

What do the screens show for `O=C(COc1ccccc1Cl)Nc1ccc2[nH]c(=O)[nH]c2c1`?
TMEM16A act: inactive; KCNK3 inh: inactive

What do the screens show for `CCOC(=O)c1c(N/C=C(\C#N)c2nc(-c3ccc(OC(C)=O)cc3)cs2)sc2c1CCC2`?
TMEM16A act: inactive; KCNK3 inh: inactive

How did OCC1OCOC2C(CO)OCOC12 (stereo not drawn) do in these assays?
TMEM16A act: inactive; KCNK3 inh: inactive

Results for Cc1ccc2c(c1C)C(=O)C(=O)N2 ?
TMEM16A act: inactive; KCNK3 inh: inactive

How did Cc1cccn2c(=O)c3cc(C#N)c(=N)n(Cc4cccnc4)c3nc12 do in these assays?
TMEM16A act: inactive; KCNK3 inh: inactive

Results for CCC1=C(c2ccc(OC)cc2)CCC(C(=O)O)C1C (stereo not drawn) ?
TMEM16A act: inactive; KCNK3 inh: inactive

What do the screens show for `CC1C(=O)C(C)C(c2cc(Br)ccc2O)NC1c1cc(Br)ccc1O` (stereo not drawn)?
TMEM16A act: inactive; KCNK3 inh: inactive

Results for COc1cc(C(=O)NNC(=O)COc2ccc(Br)cc2)ccc1OCC(=O)N1CCOCC1 ?
TMEM16A act: inactive; KCNK3 inh: inactive

Results for O=C(N/N=C/c1ccncc1)c1cccc(S(=O)(=O)N2CCCC2)c1 ?
TMEM16A act: inactive; KCNK3 inh: inactive

Results for COc1ccc(C2/C=C\CC(NS(=O)(=O)c3ccc(C)cc3)CC(=O)N2Cc2ccccc2F)cc1 (stereo not drawn) ?
TMEM16A act: inactive; KCNK3 inh: inactive

Results for Cc1c(N=Nc2c(-c3ccc([N+](=O)[O-])cc3)[nH]n(C(N)=S)c2=O)cccc1[N+](=O)[O-] ?
TMEM16A act: inactive; KCNK3 inh: inactive

How did CCCn1c(N)c(C(=O)CSc2nnc3ccccn23)c(=O)n(C)c1=O do in these assays?
TMEM16A act: inactive; KCNK3 inh: inactive

How did CCOCc1c(C(=O)N2CCN(CC(=O)Nc3ccc(F)cc3)CC2)oc2ccccc12 do in these assays?
TMEM16A act: inactive; KCNK3 inh: inactive

How did O=C(Nc1ccc2oc(=O)c(C(=O)O)cc2c1)Oc1ccccc1 do in these assays?
TMEM16A act: inactive; KCNK3 inh: inactive

Results for Cc1ccc2nc3c(cc(C(=O)NCc4ccccc4)c(=N)n3CCCn3ccnc3)c(=O)n2c1 ?
TMEM16A act: inactive; KCNK3 inh: inactive

How did O=c1[nH]c(=O)n(C2OC(CO)C(O)C2O)cc1N1CCOCC1 (stereo not drawn) do in these assays?
TMEM16A act: inactive; KCNK3 inh: inactive

What do the screens show for `N#CCCn1nc2c(c1N)CCC2`?
TMEM16A act: inactive; KCNK3 inh: inactive

What do the screens show for `Cc1cccc(NC(=O)CN(C)C(C)C(=O)Nc2ccc(S(=O)(=O)N3CCCC3)cc2)c1C` (stereo not drawn)?
TMEM16A act: inactive; KCNK3 inh: inactive

What do the screens show for `NS(=O)(=O)c1cccc(NC(=O)CSc2nc3ccccc3c(=O)n2CC2CCCO2)c1` (stereo not drawn)?
TMEM16A act: inactive; KCNK3 inh: inactive

How did O=C(COC(=O)c1ccc[n+]([O-])c1)Nc1ccc(Cl)cc1[N+](=O)[O-] do in these assays?
TMEM16A act: inactive; KCNK3 inh: inactive

What do the screens show for `O=[N+]([O-])c1cccc(C=NN=C2c3ccccc3-c3ccccc32)c1`?
TMEM16A act: inactive; KCNK3 inh: inactive

How did CCOc1ccc(S(=O)(=O)N2CCN(C(=O)c3ccc(Cl)c(S(=O)(=O)N4CCOCC4)c3)CC2)cc1 do in these assays?
TMEM16A act: inactive; KCNK3 inh: inactive

How did N#Cc1c(N2CCN(c3ccc(F)cc3)CC2)nc(N)c2c(N)nc3c(c12)CC(=O)N3C1CC1 do in these assays?
TMEM16A act: inactive; KCNK3 inh: inactive

How did O=C(COC(=O)CC1SC(N2CCCC2)=NC1=O)Nc1ccc(Br)cc1 (stereo not drawn) do in these assays?
TMEM16A act: inactive; KCNK3 inh: inactive

What do the screens show for `CC1(C)C(=O)Nc2ccccc2N1C(=O)COC(=O)CNS(=O)(=O)c1ccc(Br)cc1Cl`?
TMEM16A act: inactive; KCNK3 inh: inactive

Results for CCCN(CC(=O)Nc1ccc(F)c(F)c1F)C(=O)Cc1ccc(OC)c(S(=O)(=O)N2CCOCC2)c1 ?
TMEM16A act: inactive; KCNK3 inh: inactive

What do the screens show for `Cc1cccc(N2CCN(C(=O)CN3C(=O)NC(C)(C4CC4)C3=O)CC2)c1C` (stereo not drawn)?
TMEM16A act: inactive; KCNK3 inh: inactive

Results for COc1ccc(CNC(=O)CN2C(=O)NC(c3ccccc3)(c3ccccc3)C2=O)cc1OC ?
TMEM16A act: inactive; KCNK3 inh: inactive

What do the screens show for `O=C(Oc1cccc2c(O)cccc12)c1ccco1`?
TMEM16A act: inactive; KCNK3 inh: inactive

How did CNC(=O)c1sc(N2N=C3/C(=C\c4ccccc4)CCCC3C2c2ccccc2)nc1C (stereo not drawn) do in these assays?
TMEM16A act: inactive; KCNK3 inh: inactive

How did COc1cc(/C=C/C(=O)Nc2ccc(S(=O)(=O)Nc3ncccn3)cc2)ccc1OCC#N do in these assays?
TMEM16A act: inactive; KCNK3 inh: inactive

What do the screens show for `COc1ccc(S(=O)(=O)NCC2(N3CCOCC3)CCCCC2)cc1OC`?
TMEM16A act: inactive; KCNK3 inh: inactive

Results for O=S1(=O)CCN(c2ccccc2CC(c2c[nH]c3ccccc23)c2c[nH]c3ccccc23)CC1 ?
TMEM16A act: inactive; KCNK3 inh: inactive

Results for COc1ccc(-n2c(C)cc(C(=O)COC(=O)c3ccc(O)cc3O)c2C)cc1 ?
TMEM16A act: inactive; KCNK3 inh: inactive

What do the screens show for `CCOC(=O)C(CO)NC(=O)C1(NC(C)=O)CCCC1` (stereo not drawn)?
TMEM16A act: inactive; KCNK3 inh: inactive

How did COc1cc(C=CC(=O)c2cc(OC)c(OC)c(OC)c2)cc(OC)c1OC do in these assays?
TMEM16A act: inactive; KCNK3 inh: inactive

What do the screens show for `ON=C1CCCC2CCCCC12` (stereo not drawn)?
TMEM16A act: inactive; KCNK3 inh: inactive

What do the screens show for `Cc1cccc(C(O)C(O)c2cccc(C)n2)n1` (stereo not drawn)?
TMEM16A act: inactive; KCNK3 inh: inactive

What do the screens show for `O=C(c1ccco1)N1CCN(C(=O)c2cn(-c3ccccc3)nc2-c2ccc(F)cc2)CC1`?
TMEM16A act: inactive; KCNK3 inh: inactive

Results for CC(Sc1nnc(CN2CCCC2)n1Cc1ccccc1)C(=O)Nc1ccc(F)cc1Cl (stereo not drawn) ?
TMEM16A act: inactive; KCNK3 inh: inactive

Results for CN1CCN(S(=O)(=O)c2cccc(C#N)c2)C(c2ccccc2)C1 (stereo not drawn) ?
TMEM16A act: inactive; KCNK3 inh: inactive

What do the screens show for `Cc1ccc(N2CC(C(=O)OCC(=O)Nc3ccc(F)cc3F)CC2=O)cc1` (stereo not drawn)?
TMEM16A act: inactive; KCNK3 inh: inactive

How did CN(CC(=O)NC(=O)Nc1ccccc1F)Cc1ccccc1 do in these assays?
TMEM16A act: inactive; KCNK3 inh: inactive

Results for CC(=O)C1(O)CCC2C3CC(C)C4=CC(=O)C=CC4(C)C3(F)C(O)CC21C (stereo not drawn) ?
TMEM16A act: inactive; KCNK3 inh: inactive

Results for CCN(CC)S(=O)(=O)c1ccc(NC(=O)CCN2C(=O)C3CC=CCC3C2=O)cc1 (stereo not drawn) ?
TMEM16A act: inactive; KCNK3 inh: inactive

Results for C=C1CC2(OC1=O)c1ccccc1CCc1ccccc12 ?
TMEM16A act: inactive; KCNK3 inh: inactive

How did COc1ccc(NC(=O)COC(=O)c2ccc(S(=O)(=O)N(C)c3ccccc3OC)cc2)cc1 do in these assays?
TMEM16A act: inactive; KCNK3 inh: inactive

What do the screens show for `O=C(O)c1ccc(C=NNC(=O)c2cccc3ccccc23)cc1`?
TMEM16A act: inactive; KCNK3 inh: inactive

Brought forward from above: 4 compounds, then new ones.
Results for CCN(CC)S(=O)(=O)c1ccc(NC(=O)CCN2C(=O)C3CC=CCC3C2=O)cc1 (stereo not drawn) ?
TMEM16A act: inactive; KCNK3 inh: inactive

Results for C=C1CC2(OC1=O)c1ccccc1CCc1ccccc12 ?
TMEM16A act: inactive; KCNK3 inh: inactive

How did COc1ccc(NC(=O)COC(=O)c2ccc(S(=O)(=O)N(C)c3ccccc3OC)cc2)cc1 do in these assays?
TMEM16A act: inactive; KCNK3 inh: inactive

What do the screens show for `O=C(O)c1ccc(C=NNC(=O)c2cccc3ccccc23)cc1`?
TMEM16A act: inactive; KCNK3 inh: inactive

How did O=C(CN1C(=O)c2ccccc2C1=O)NCC(=O)Nc1ccccc1 do in these assays?
TMEM16A act: inactive; KCNK3 inh: inactive

What do the screens show for `CC(C)C(Cl)=NOC(=O)Nc1ccc(S(N)(=O)=O)cc1`?
TMEM16A act: inactive; KCNK3 inh: inactive

How did COc1ccc(S(=O)(=O)N2CCN(C(=O)Cc3ccsc3)CC2)cc1 do in these assays?
TMEM16A act: inactive; KCNK3 inh: inactive

Results for Nc1nc(N)c(Br)c(Nc2ccc(Cl)c(Cl)c2)n1 ?
TMEM16A act: inactive; KCNK3 inh: inactive

How did COc1cc2c(cc1NC(=O)C(F)(F)F)-c1ccc(NC(=O)C(F)(F)F)cc1C2 do in these assays?
TMEM16A act: inactive; KCNK3 inh: inactive

Results for Cn1c(=O)c2[nH]c(=O)[nH]c2n(C)c1=O ?
TMEM16A act: inactive; KCNK3 inh: inactive

Results for Cc1cc(C)n2nc(C(=O)OCC(=O)Nc3cc(S(=O)(=O)N4CCOCC4)ccc3Cl)nc2n1 ?
TMEM16A act: inactive; KCNK3 inh: inactive

Results for NC(=O)c1ccc(-c2nnn(CC(=O)N(C3CCCCC3)C3CCS(=O)(=O)C3)n2)cc1 (stereo not drawn) ?
TMEM16A act: inactive; KCNK3 inh: inactive

What do the screens show for `CN1CCN(CC(O)COc2ccc(C34CC5CC(CC(C5)C3)C4)cc2)CC1` (stereo not drawn)?
TMEM16A act: inactive; KCNK3 inh: inactive

How did COc1cc(OC)cc(C(=O)OCC(=O)Nc2nnc(-c3ccccc3)o2)c1 do in these assays?
TMEM16A act: inactive; KCNK3 inh: inactive

Results for Cc1ccc(S(=O)(=O)N2CCN(C(=O)CCNC(=O)c3ccccc3Cl)CC2)cc1 ?
TMEM16A act: inactive; KCNK3 inh: inactive

What do the screens show for `Nc1cccc(N=[N+]([O-])c2cccc(N)c2)c1`?
TMEM16A act: inactive; KCNK3 inh: inactive

How did Cc1cccc(C(=O)NC2CCN(S(=O)(=O)c3cccc(F)c3)CC2)c1 do in these assays?
TMEM16A act: inactive; KCNK3 inh: inactive

What do the screens show for `O=C(O)c1ccccc1-c1ccccc1C(=O)Nc1ccc2c(c1)C(=O)c1ccccc1-2`?
TMEM16A act: inactive; KCNK3 inh: inactive

What do the screens show for `CN(CCOc1ccc(Cl)cc1)C(=O)c1cccc(S(=O)(=O)N2CCN(c3ccccc3)CC2)c1`?
TMEM16A act: inactive; KCNK3 inh: inactive

Results for O=[N+]([O-])c1ccc(NCCNc2ccc([N+](=O)[O-])cc2)cc1 ?
TMEM16A act: inactive; KCNK3 inh: inactive

What do the screens show for `O=C1C(O)=CC(=C(c2ccccc2)c2ccccc2)c2ccccc21`?
TMEM16A act: inactive; KCNK3 inh: inactive

Results for Cc1ccc2c(c1)N(CC(=O)Nc1nccs1)C(=O)CO2 ?
TMEM16A act: inactive; KCNK3 inh: inactive

Results for Clc1ccc(Cc2ccccn2)cc1 ?
TMEM16A act: inactive; KCNK3 inh: inactive

How did Cc1ccc(SCC(=O)N2CCN(c3ccc(F)cc3)CC2)cc1 do in these assays?
TMEM16A act: inactive; KCNK3 inh: inactive

2 records drawn at random from the list so far:
What do the screens show for `O=C1C(O)=CC(=C(c2ccccc2)c2ccccc2)c2ccccc21`?
TMEM16A act: inactive; KCNK3 inh: inactive

What do the screens show for `O=C(O)c1ccccc1-c1ccccc1C(=O)Nc1ccc2c(c1)C(=O)c1ccccc1-2`?
TMEM16A act: inactive; KCNK3 inh: inactive

Screening data deposited in PubChem BioAssay by Johns Hopkins Ion Channel Center.
